# Assay outcomes as filed in PubChem BioAssay.
# LYP inhibition = PTPN22 lymphoid phosphatase activity blockers – biochemical, fluorescence intensity, uHTS (AID 1779) | 290,000 tested, 0.054% active | one-dose inhibition, % at 11.5 µM; IC50 in µM for titrated hits | recombinant LYP phosphatase, fluorescence intensity; higher % means a stronger effect;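 note: plate controls were vehicle with enzyme for no effect and no enzyme for full effect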
# XIAP displacement = small molecules displacing peptide from XIAP – biochemical, IAP family, fluorescence polarization (AID 1018). 200,000 tested, 0.007% active. XIAP BIR domain, fluorescence polarization peptide displacement; higher % means a stronger effect. one-dose displacement, % at 20 µM; IC50 in µM for titrated hits; in the data active = displacement above about 50%; note: a part of the inactive calls stands beside numbers as strong as those of hits
# NS5 inhibitors = Dengue-2 NS5 methyltransferase inhibitors, primary screen, biochemical, confirmation dose response (AID 588689). Dengue-2 NS5 methyltransferase capping enzyme assay, biochemical; higher % means a stronger effect. inhibition, % at 25 µM, or IC50 in µM where a hit was titrated. 340,000 tested, 0.3% active; in the data active = a potency from the dose series; inconclusive = inhibition above about 29% without an active follow-up result
# SIAH1 antagonists = blockers of Siah-1 interaction with plectin peptide – biochemical, fluorescence polarization, rhodamine-plectin, uHTS, primary screen (AID 1817). displacement, % at 20 µM, or IC50 in µM where a hit was titrated. Siah-1 / rhodamine-plectin peptide fluorescence polarization; higher % means a stronger effect. 290,000 tested, 0.02% active;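 active = displacement of at least 50% at 20 µM, with a fluorescence ratio check between 0.3 and a set limit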;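 note: plate controls were Siah plus tracer with DMSO for no effect and tracer alone without Siah for full effect; strong numbers were not always called active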
# NOD2 inhibition = NOD2 signaling inhibitors, cell-based, luminescence, uHTS, HEK293 (AID 1566). HEK293 NOD2/NF-kB luciferase reporter, luminescence; higher % means a stronger effect. 290,000 tested, 0.63% active. one-dose inhibition, % at 4 µM; EC50 in µM for titrated hits; note: many of its hits are not listed in these tables
# AID2073 = inhibitors of Mint1-CaV2.2 protein interaction, biochemical, HTRF (AID 2073) | 290,000 tested, 0.19% active | inhibition, % at 20 µM, or IC50 in µM where a hit was titrated | HTRF protein-protein interaction, Mint1-CaV2.2; higher % means a stronger effect; in the data active = inhibition mostly above about 51%, no sharp cut-off; inconclusive = no clear call, values can overlap the other calls; inactive = mostly below about 53%; note: some results filed as inactive read as strong as hits
# HIV peptide binding = inhibitors of HIV fusion peptide binding, primary screen, biochemical, uHTS, fluorescence dequenching (AID 1986). inhibition, % at 20 µM; hits with a dose series show IC50 in µM. 290,000 tested, 0.3% active. cell-free peptide binding, fluorescence dequenching, 30 min; higher % means a stronger effect; in the data active = inhibition mostly above about 52%, no sharp cut-off; inactive = mostly below about 76%; note: some results filed as inactive read as strong as hits
# Hep lipid drop = modulators of hepatic lipid droplet formation. inhibition, % at 6.5 µM. 240,000 tested, 0.4% active. AML12 mouse hepatocytes, oleate lipid droplets, BODIPY imaging;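 active = lipid droplet intensity inhibited by at least 50%, with more than 500 cells counted; inconclusive = wells with under 300 cells, treated as cytotoxic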
#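 Assay system: AML12 hepatocytes (mouse); Probe or stimulus: oleic acid at 100 µM to induce lipid droplet formation; Dosing: compound at 6.5 µM only; Schedule: compound with oleate, overnight; Detection: fluorescence imaging, 20x objective, two fields per well; Measure: % inhibition of lipid droplet signal.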
# Myeloid diff 2 = promotes myeloid progenitor differentiation; 360,000 tested, 1% active; ER-HoxA9 myeloid progenitors, lysozyme-GFP differentiation, flow cytometry; AID 624256; calls only at 10 µM;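 active = normalized GFP-positive differentiation at or above the plate's own cutoff, the solvent-only control mean plus 3 SD; inconclusive = no clear call, values can overlap the other calls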;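 note: cells exposed to compound for four days before flow analysis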
# Hep lipid drop cells 6.5 µM = recorded beside Hep lipid drop, whose call it bears; cell count; measured here: cell count, cytotoxicity flag;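 cells counted across two imaged fields per well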
# NS5 inhibitors pilot replicate = second read-out of NS5 inhibitors, no call of its own (marks repeat the call); inhibition, %; measured here: pilot screen replicate inhibition
# Myeloid diff 2 GFP+ MAC1+ % = also measured in Myeloid diff 2; calls as there; GFP+ MAC1+ double positive, %; measured here: differentiation confirmed by MAC1 staining
# Active calls of the source: *; i = inactive; ? = inconclusive; . = no result given; & = joins results of further samples. Cut-off read from the data, not from the text of the source, unless noted: active = inhibition above about 50%; inactive = the rest.
SMILES,LYP inhibition,XIAP displacement,NS5 inhibitors,SIAH1 antagonists,NOD2 inhibition,AID2073,HIV peptide binding,Hep lipid drop,Hep lipid drop cells 6.5 µM,Myeloid diff 2,Myeloid diff 2 GFP+ MAC1+ %,others
CCCc1cc(C(=O)N2CCCC(Nc3ccc(C)c(C)c3)C2)n(C)n1 (configuration not stated),-7%,.,-4%,-1%,11%,8%,0.9%,9,880,i,1.3,
COc1ccc(C[C@H]2CN3C(=NC[C@@H]3C(C)C)N2CCNC(=O)CCC2CCCCC2)cc1,-5%,-1.3%,-7%,6%,-4%,24%,0.5%,-11,624,i,1.1,
C=CCNC(=O)c1ccccc1SCc1c(C)noc1C,-9%,.,-3%,3%,7%,2%,-1.1%,0,731,i,0.8,
O=C(NNC(=O)c1ccncc1)c1ccccc1,-2%,.,-1%,4%,-16%,-5%,0.5%,.,.,i,0.7,
Cc1noc(NC(=O)c2ccccc2C(F)(F)F)c1C#N,-1%,-0.4%,-12%,14%,10%,-3%,1.4%,18,714,i,0.0,
CCCCCCc1c(O)c2ccccc2[nH]c1=O,1%,-6.4%,1%,-1%,10%,10%,0.5%,-1,728,i,0.6,
COc1cc(CNc2cccc(F)c2)cc(Br)c1O,-12%,-5.3%,-8%,4%,-11%,6%,-2.5%,.,.,i,7.4,
O=C(N=c1ccn(-c2nc3ccccc3nc2NS(=O)(=O)c2ccc(Cl)cc2)cc1)c1cccs1,-1%,.,?,15%,-2%,47%,19%,-2,621,i,1.2,
N#Cc1ccccc1CSc1nc2ccsc2c(=O)n1Cc1ccccn1,-4%,2.2%,0%,7%,-3%,3%,0.9%,-62,536,i,1.5,
Cc1ccc(Cl)cc1NC(=S)N(Cc1ccccc1)Cc1cccnc1,3%,0.3%,-4%,-3%,-24%,-30%,-1.1%,-6,660,i,0.1,
COc1ccc(CN2CCOC2=O)cc1OC,-8%,.,2%,12%,18%,1%,-0.5%,0,624,i,0.4,
C[c-]1[c-](C)[c-](C)[c-](C)[c-]1C.[Fe].c1cc2nccc(N3CCCC3)[c-]2c1 (configuration not stated),-8%,.,-6%&25%,35%,14%,62%,-1.1%,.,.,i,3.5&2.3,
CC(=O)NC(=S)Nc1ccc(NC(=O)c2cccnc2Cl)cc1,-9%,.,-4%,-4%,-27%,3%,-0.7%,4,761,i,0.4,
COc1ccccc1NC(=O)Cc1noc(CSc2nnc(C)s2)n1,-2%,1.6%,-5%,-1%,7%,2%,-1.0%,.,.,i,0.8,NS5 inhibitors pilot replicate=3.3
CCOC(=O)c1c(NC(=O)C2=C(C)NC(=S)NC2c2ccc(F)cc2)sc(C)c1C (configuration not stated),2%,1.2%,-3%,5%,15%,20%,3.3%,-14,653,i,0.4,
O=C(/C=C/c1c(Cl)nc2ccccn12)N1CCN(c2ccc(F)cc2)CC1,7%,-6.2%,-11%,5%,30%,-10%,-3.3%,8,674,i,0.5,
CCCCOc1ccc(S(=O)(=O)Nc2cccnc2)cc1,-7%,-5.8%,-3%,4%,41%,12%,0.9%,.,.,i,6.5,
CCCCCCCc1c(C#N)c(N)[nH]c(=S)c1C#N,-4%,.,.,-2%,18%,-16%,11%,-2,769,.,.,
Cc1n[nH]c(C)c1S(=O)(=O)N1CCCC(C(=O)NC2CCCCC2)C1 (configuration not stated),-3%,-3.0%,2%,16%,6%,-6%,0.9%,0,705,i,0.8,
Cc1ccccc1N(C(=O)Cn1nnc(-c2cccs2)n1)C(C(=O)NCCC(C)C)c1ccco1 (configuration not stated),-1%,-2.8%,3%,2%,18%,27%,2.0%,.,.,i,3.2,
CN(CC(=O)Nc1ccc(F)cc1)C(=O)CN1C(=O)NC2(CCCc3ccccc32)C1=O (configuration not stated),-4%,.,2%,4%,-4%,-2%,-0.9%,4,673,i,1.0,
COc1ccc2c(c1)C(NC(C)=O)C(=O)N2CCc1ccccc1 (configuration not stated),-6%,-1.5%,1%,-1%,-1%,-14%,0.5%,2,716,i,0.5,
OCCC1CN(Cc2cc(F)ccc2F)CCN1CCCc1ccccc1 (configuration not stated),-12%,.,2%,0%,-15%,7%,0.0%,0,799,i,0.7,
O=C(Cc1c(F)cccc1Cl)c1ccc(O)cc1O,-6%,-5.9%,2%,-4%,0%,-1%,7.9%,.,.,i,0.9,
COc1ccc(NC(=O)c2c(Cl)n(C)c3ccccc23)cc1,-5%,-3.0%,-2%,4%,-35%,-4%,1.2%,.,.,?,.,
COc1cc(C2/C(=C(\O)c3ccc4c(c3)OCCO4)C(=O)C(=O)N2c2nnc(C)s2)cc(OC)c1OC (configuration not stated),-8%,.,3%,3%,2%,-15%,3.5%,-1,752,i,2.2,
O=[N+]([O-])c1cccc(N/N=C/c2cccc3ccccc23)c1,-1%,-6.6%,3%,-7%,-66%,-19%,-1.5%,-4,617,i,0.2,
Cc1nc(NC(=O)CSc2nnc(Cn3nnc4ccccc43)n2C)sc1C,-11%,-18%,-4%,2%,28%,10%,-0.7%,-13,328,i,0.5,
COc1ccc(-n2ccnc2SCC(=O)Nc2cc(C)on2)cc1,-2%,.,-3%,-4%,-9%,2%,0.5%,-2,715,i,3.0,
CCCC(=O)NC(=S)Nc1ccc(N2CCN(C(=O)c3cccs3)CC2)cc1,6%,-3.5%,3%,7%,3%,-17%,-1.3%,7,666,i,0.1,
CC1=C(C(N)=O)S(=O)(=O)c2ccccc21,-8%,.,7%,-1%,16%,8%,4.4%,20,717,i,0.4,
COC(=O)Cc1c(C)nc2nc(-c3ccccc3)[nH]n2c1=O,8%,-1.1%,-4%,3%,5%,2%,-0.3%,1,694,i,0.3,
CCN(c1cccc(C)c1)S(=O)(=O)c1c(C)[nH]c(C)c1C(=O)N1CCCCC1,-12%,.,3%,1%,3%,-4%,-1.8%,-26,689,i,3.0,
O=C(COc1ccc2c3c(c(=O)oc2c1)CCCC3)NCCN1CCOCC1,-10%,.,-3%,2%,-5%,3%,1.5%,0,733,i,1.6,
CCn1c(CNc2ccc(OC)cc2)nnc1SCC(=O)N1CCCc2ccccc21,-6%,2.3%,-2%,-1%,-2%,-8%,32%,.,.,i,0.6,
CC(=O)Nc1ccc(CN2CCc3c([nH]c4ccccc34)C2C(C)(C)C)cc1 (configuration not stated),-7%,.,-7%,0%,-6%,3%,1.3%,-20,798,i,0.2,
CCOC(=O)c1c(C)oc(C)c(C(=O)OCC)c1=O,-7%,.,1%,0%,11%,27%,0.5%,1,663,i,0.1,
O=S(=O)(NCc1cccnc1)c1ccc(Cl)c(Cl)c1,-3%,-2.5%,2%,10%,10%,-5%,2.0%,-18,690,i,0.6,
Clc1cccc(OCCN2CCCC2)c1,-13%,.,-9%,2%,-8%,13%,-2.5%,-10,803,i,0.3,
COc1cccc(C(=O)Nc2nnc(-c3cccs3)o2)c1,-8%,-1.5%,1%,2%,-46%,0%,-0.4%,.,.,i,2.6,
Oc1ccc(Br)cc1/C=N/n1c(COc2ccccc2)n[nH]c1=S,-4%,.,-3%,2%,12%,-8%,8.4%,7,790,i,0.4,
O=S(=O)(Nc1ccncc1)c1ccccc1,-8%,-4.1%,-1%,4%,8%,3%,2.4%,.,.,i,1.1,
O=C(O)[C@@H]1CCCN1C(=O)c1ccccc1N1C(=O)[C@@H]2Cc3c([nH]c4ccccc34)C(c3cccc(Cl)c3)N2C1=O (some centres not stated),-5%,.,-4%,-2%,8%,14%,11%,-2,809,i,1.8,
Cn1nc(C(C)(C)C)c(NC(=O)c2sccc2Cl)c1C(C)(C)C,-3%,.,-9%,16%,15%,-3%,0.8%,-16,618,i,0.8,
NC(=O)CC(NC(=O)c1ccc(Cl)cc1)C(=O)NCCc1ccc(S(N)(=O)=O)cc1 (configuration not stated),-10%,.,-11%,-1%,-10%,2%,-1.3%,11,780,i,0.6,
COC(=O)c1c(C)[nH]c(C)c1-c1ccc([N+](=O)[O-])cc1,2%,-2.7%,-9%,2%,18%,15%,-2.1%,-24,666,i,0.3,
CC(C)=CCc1c(C)nc2ccccc2c1C(=O)O,-7%,-4.2%,-6%,6%,15%,-5%,-0.9%,.,.,i,0.0,
Cc1ccc(C2=CSC3=NCCN23)c(C)c1,-9%,-0.4%,-6%,3%,8%,-2%,-1.2%,.,.,i,0.8,
Fc1ccccc1-c1nc(-c2cnccc2C(F)(F)F)no1,-7%,.,-13%,-2%,-6%,-15%,-1.1%,5,710,i,0.2,
CC(C)(C)c1ccc(OCC(=O)Nc2ccncc2)c(Br)c1,-5%,.,4%,-5%,-19%,7%,-0.5%,-6,846,i,1.1,

# (cont.)
SMILES,LYP inhibition,XIAP displacement,NS5 inhibitors,SIAH1 antagonists,NOD2 inhibition,AID2073,HIV peptide binding,Hep lipid drop,Hep lipid drop cells 6.5 µM,Myeloid diff 2,Myeloid diff 2 GFP+ MAC1+ %,others
Fc1ccc(-c2csc(N3CCC(c4ccccc4)C3)n2)cc1 (configuration not stated),-5%,-7.0%,2%,-4%,-150%,-21%,-1.5%,.,.,i,0.3,
CC(=O)Nc1ccc(C2CC(c3ccc(Cl)cc3)=NN2c2ccccc2)cc1 (configuration not stated),-15%,.,-5%,-4%,3%,40%,-3.1%,.,.,i,0.2,
COc1ccc(NC(=S)NN2CCN(C)CC2)cc1OC,-7%,-4.7%,-7%,1%,12%,-18%,1.8%,3,707,i,0.4,
COCc1cccc(NC(=O)Cc2cccc3ccccc23)c1,-8%,-5.1%,-4%,1%,-5%,-5%,-0.1%,-19,739,i,0.9,
Oc1c(Br)cc(Br)cc1/C=N/Nc1ccc(Cl)nn1,-6%,.,7%,-1%,.,6%,0.6%,0,850,.,.,

# By substructure, the compounds so far containing a tert-butyl group.
SMILES,LYP inhibition,XIAP displacement,NS5 inhibitors,SIAH1 antagonists,NOD2 inhibition,AID2073,HIV peptide binding,Hep lipid drop,Hep lipid drop cells 6.5 µM,Myeloid diff 2,Myeloid diff 2 GFP+ MAC1+ %,others
CC(=O)Nc1ccc(CN2CCc3c([nH]c4ccccc34)C2C(C)(C)C)cc1 (configuration not stated),-7%,.,-7%,0%,-6%,3%,1.3%,-20,798,i,0.2,
Cn1nc(C(C)(C)C)c(NC(=O)c2sccc2Cl)c1C(C)(C)C,-3%,.,-9%,16%,15%,-3%,0.8%,-16,618,i,0.8,
CC(C)(C)c1ccc(OCC(=O)Nc2ccncc2)c(Br)c1,-5%,.,4%,-5%,-19%,7%,-0.5%,-6,846,i,1.1,

# Filtered by structure, those above with a CF3 group.
SMILES,LYP inhibition,XIAP displacement,NS5 inhibitors,SIAH1 antagonists,NOD2 inhibition,AID2073,HIV peptide binding,Hep lipid drop,Hep lipid drop cells 6.5 µM,Myeloid diff 2,Myeloid diff 2 GFP+ MAC1+ %,others
Cc1noc(NC(=O)c2ccccc2C(F)(F)F)c1C#N,-1%,-0.4%,-12%,14%,10%,-3%,1.4%,18,714,i,0.0,
Fc1ccccc1-c1nc(-c2cnccc2C(F)(F)F)no1,-7%,.,-13%,-2%,-6%,-15%,-1.1%,5,710,i,0.2,

# Not all compounds are listed, so the mix of outcomes need not match the whole.
